# mHTT CaM bind = disrupts binding of mutant huntingtin to calmodulin. P42858. AlphaScreen His-mHTT/GST-CaM binding, luminescence. inhibition, % at 15 µM. 190,000 compounds, 3.6% hits;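 also: 0% = both proteins with DMSO and 100% = one protein alone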
# Pf apPOL block = Pf-apPOL DNA polymerase inhibition. Recombinant Pf-apPOL, molecular beacon fluorescence, 1.5 h. inhibition, % at 10 µM. 210,000 compounds, 0.25% hits. AID 1794808
# The depositor's hits bear a star; i = inactive; . = not tested or not shown; & = joins results of further samples; ! = a repeat was not active. Rule as the data show it: active = inhibition above about 50%; inactive = the rest.
SMILES,mHTT CaM bind,Pf apPOL block
CCOc1cccc2cc(-c3cc(=O)oc4cc(OC(=O)c5ccco5)ccc34)c(=O)oc12,4,-5
C=CCc1c(C)nc(SCC(=O)c2cccs2)[nH]c1=O,.,-4
CCNC(=O)c1c(O)c2ccccc2n(CC)c1=O,16,-1
O=S(=O)(CCN1CCCCC1)c1ccccc1,-5,-1
CC1=NN(c2ccc(Cl)c(Cl)c2)C(=O)/C1=C/C=C/c1cccc([N+](=O)[O-])c1,10,-2
COc1ccc(NC(=O)C2CCN(c3cc(=O)n(C)c(=O)n3C)CC2)cc1,38,-4
Cc1ccc(CNC(=O)c2ccnc(-c3cccs3)c2)cc1,-9,-2
CC(=O)c1c(C)[nH]c(=S)c(C#N)c1-c1cccs1,.,-11
CCOC(=O)N1CCN(CC(O)COc2ccc3c(c2)OCO3)CC1 (stereo not drawn),0,2
COc1ccc(Cl)cc1NC(=O)c1cccc(C)c1,-25,5
O=C(NC1CCCCC1)c1ccc2ncnc(N3CCCCC3)c2c1,10,-2
COc1ccc(C=C2Oc3c(ccc4c3CN(CCN3CCOCC3)CO4)C2=O)c(OC)c1,55*,-36
Cc1cccc(CNC(=O)c2c(C)noc2-c2cccnc2)c1,-6,-3
O=C(O)c1cc(-n2c(/C=C/c3ccccc3)nc3ccccc3c2=O)ccc1Cl,-2,-2
Cc1ccccc1NC(=O)N1CCc2c(c(COc3cccc(F)c3)nn2C)C1,19,-4
Cc1ccc(S(=O)(=O)N2CCC(C(=O)Nc3ccc(F)cc3F)CC2)cc1,-2,-20
COc1ccc(N2CCN(C(=O)CSc3cc(-n4cccn4)ncn3)CC2)cc1,-4,-4
CCCNc1c(N)c(=O)c1=O,.,-3
COc1ccc(NC2=Nc3ccccc3N[C@@]23C[C@H]2CCCC(=O)N4CC[C@@H](C3)[C@@H]24)cc1,37,-4
Cc1c(C(=O)Nc2ccc(F)cc2)oc2ccc(S(=O)(=O)N(C)C3CCCCC3)cc12,0,-13
O=C(O)CNC(=O)CN1C(=O)c2cccc([N+](=O)[O-])c2C1=O,2,-4
CCc1nc(-c2cccnc2N2CCCC(C(=O)NCc3ccc(Cl)cc3)C2)no1 (stereo not drawn),6,0
O=C(NCc1ccccc1F)C1CCCN(C(=O)c2ccccc2F)C1 (stereo not drawn),25,-26
Cc1c(NC(=O)C23CC4CC(CC(C4)C2)C3)c(=O)n(-c2ccccc2)n1C,5,2
Brc1ccc(-n2cc(-c3ccccc3)c3c(NCCN4CCOCC4)ncnc32)cc1,16,-4
NS(=O)(=O)c1ccc(C(=O)NCCNc2cc(-n3cccn3)ncn2)cc1,-4,-9
CS(=O)(=O)NCCSc1ccccc1,0,-5
CN(C1CC2C=CC1C2)S(=O)(=O)c1cc(C(F)(F)F)cc(C(F)(F)F)c1 (stereo not drawn),.,-5
CN1N=C(SCc2ccc(Cl)cc2Cl)Sc2c1cnn(C)c2=O,.,-1
CC1CCN(C(=O)c2ccc3c(c2)nc2n3CCN(Cc3ccccc3)C2=O)CC1,-2,-3
Cc1ccc(C(=O)N2CCC(c3cnn(-c4ccc(F)cc4)c3)CC2)cc1,-8,-2
CC(C)CC(=O)Nc1nnc(C2CC(=O)N(c3ccc(Cl)cc3)C2)o1 (stereo not drawn),2,-3
N/C(=N\OC(=O)c1ccc([N+](=O)[O-])cc1)c1ccccn1,i,0
Cn1nc(-c2nc(Cc3ccccc3)no2)c2c1CCN(C(=O)c1ccccc1Cl)C2,7,-2
CCOc1ccc(N2C(=O)c3ccccc3CC2(C)C(=O)NCc2ccc(OC)cc2)cc1 (stereo not drawn),-5,-2
CCCCOC(=O)Nc1ccccc1C(=O)N1CCCCC1,-5,-7
O=S(=O)(c1ccc(Cl)c(Cl)c1Cl)n1ccnc1,2,-1
CC1CC(C)(C)N(C=O)c2ccccc21 (stereo not drawn),4,3
Cc1ccc(-c2nnc(C)c(NCc3ccc4c(c3)OCO4)n2)cc1,35,-5
CCn1cc(CN2CCCC2c2cc(C(C)C)on2)c2ccccc21 (stereo not drawn),23,0

# Another view of part of the listing above:
compound	mHTT CaM bind	Pf apPOL block
CCCNc1c(N)c(=O)c1=O	.	-3
COc1ccc(NC2=Nc3ccccc3N[C@@]23C[C@H]2CCCC(=O)N4CC[C@@H](C3)[C@@H]24)cc1	37	-4
Cc1c(C(=O)Nc2ccc(F)cc2)oc2ccc(S(=O)(=O)N(C)C3CCCCC3)cc12	0	-13
O=C(O)CNC(=O)CN1C(=O)c2cccc([N+](=O)[O-])c2C1=O	2	-4
CCc1nc(-c2cccnc2N2CCCC(C(=O)NCc3ccc(Cl)cc3)C2)no1 (stereo not drawn)	6	0
O=C(NCc1ccccc1F)C1CCCN(C(=O)c2ccccc2F)C1 (stereo not drawn)	25	-26
Cc1c(NC(=O)C23CC4CC(CC(C4)C2)C3)c(=O)n(-c2ccccc2)n1C	5	2
Brc1ccc(-n2cc(-c3ccccc3)c3c(NCCN4CCOCC4)ncnc32)cc1	16	-4
NS(=O)(=O)c1ccc(C(=O)NCCNc2cc(-n3cccn3)ncn2)cc1	-4	-9
CS(=O)(=O)NCCSc1ccccc1	0	-5
CN(C1CC2C=CC1C2)S(=O)(=O)c1cc(C(F)(F)F)cc(C(F)(F)F)c1 (stereo not drawn)	.	-5
CN1N=C(SCc2ccc(Cl)cc2Cl)Sc2c1cnn(C)c2=O	.	-1
CC1CCN(C(=O)c2ccc3c(c2)nc2n3CCN(Cc3ccccc3)C2=O)CC1	-2	-3
Cc1ccc(C(=O)N2CCC(c3cnn(-c4ccc(F)cc4)c3)CC2)cc1	-8	-2
CC(C)CC(=O)Nc1nnc(C2CC(=O)N(c3ccc(Cl)cc3)C2)o1 (stereo not drawn)	2	-3
N/C(=N\OC(=O)c1ccc([N+](=O)[O-])cc1)c1ccccn1	i	0
Cn1nc(-c2nc(Cc3ccccc3)no2)c2c1CCN(C(=O)c1ccccc1Cl)C2	7	-2
CCOc1ccc(N2C(=O)c3ccccc3CC2(C)C(=O)NCc2ccc(OC)cc2)cc1 (stereo not drawn)	-5	-2
CCCCOC(=O)Nc1ccccc1C(=O)N1CCCCC1	-5	-7
O=S(=O)(c1ccc(Cl)c(Cl)c1Cl)n1ccnc1	2	-1
CC1CC(C)(C)N(C=O)c2ccccc21 (stereo not drawn)	4	3
Cc1ccc(-c2nnc(C)c(NCc3ccc4c(c3)OCO4)n2)cc1	35	-5
CCn1cc(CN2CCCC2c2cc(C(C)C)on2)c2ccccc21 (stereo not drawn)	23	0

# Remaining list, next part:
SMILES,mHTT CaM bind,Pf apPOL block
Cc1ccccc1CNC(=O)c1ccc(-c2cncnc2)nc1,1,4
Cc1ccc(-c2ncc(NC(=O)c3ccc(Br)o3)cn2)cc1,6,-1
COc1nccc(N2CCC(CC(=O)NCCCN3CCOCC3)CC2)n1,-3,1
O=C(Cc1ccccc1)NC(N1CCCCC1)C(Cl)(Cl)Cl (stereo not drawn),-3,0
COc1ccccc1NC(=O)COc1ccc(Cl)cc1C,-12,-2
O=C(NCc1ccc2c(c1)OCO2)C1CCN(c2nccnc2Oc2ccccc2)CC1,6,-9
COc1cccc(-n2c(=O)c3sccc3n(Cc3ccc(C)cc3)c2=O)c1,2,3
CC(C)CCNC(=O)C1(C)CCC(=O)N1Cc1cccc(Cl)c1 (stereo not drawn),26,-2
COc1ccc(C2=C/C(=C\c3ccc(Cl)cc3)C(=O)O2)c(OC)c1,4,-12
O=C(NCc1ccccc1)C1CCCN(C(=O)Cc2cccc3ccccc23)C1 (stereo not drawn),-3,1
Cc1cccc(N2CCC(C(=O)NCc3ccccc3F)C2=O)c1 (stereo not drawn),-8,0
COc1ccccc1N1C(=O)CC(N2CCc3ccccc3C2)C1=O (stereo not drawn),5,-61
O=[N+]([O-])c1ccc(C=Nc2ccc(S(=O)(=O)Nc3nccs3)cc2)cc1,62*,1
Cc1ccc(OCC(=O)N2CCN(S(=O)(=O)c3ccc(C)cc3)CC2)cc1,-5,-8
CC(C)c1ccc(OCC(=O)N2C(C)CCCC2C)cc1 (stereo not drawn),-9,-1
c1ccc(-c2noc(-c3cc(N4CCSCC4)nc4ccccc34)n2)cc1,-59,-4
O=C(NCc1ccccc1Cl)c1cc2n(n1)CCCN(Cc1ccc(Cl)cc1)C2=O,-3,11
CC(=O)Nc1ccc(NC(=O)Nc2ccccc2)cc1,-2,-12
COc1ccc2nc(NC(=O)c3cc(Br)ccc3Cl)sc2c1,-20,-5
O=C1CC(c2ccc3c(c2)OCCO3)Oc2ccc([N+](=O)[O-])cc21 (stereo not drawn),0,-10

# Record cards, from the list above. Screens in order: mHTT CaM bind, Pf apPOL block
# Entry for `O=C1CC(c2ccc3c(c2)OCCO3)Oc2ccc([N+](=O)[O-])cc21` (stereo not drawn) → 0, -10
# Entry for `Cc1ccc(OCC(=O)N2CCN(S(=O)(=O)c3ccc(C)cc3)CC2)cc1` → -5, -8

# (next part)
SMILES,mHTT CaM bind,Pf apPOL block
Cn1c(=O)c2c(nc(N3CCCCC3)n2CCN=CN2CCOCC2)n(C)c1=O,1,0
CC(=O)N1CCc2cc(N3CC(C(=O)NCc4cccc(C(F)(F)F)c4)CC3=O)ccc21 (stereo not drawn),2,1
CC(=O)CSc1nc(SCC(C)=O)c2cnc(N3CCCC3)nc2n1,.,-8
Cn1nnc2ccc(-c3noc(-c4ccc(F)cc4)n3)cc21,-12,-4
CC(=O)NC(CCS(C)(=O)=O)C(=O)Nc1ccc(Br)c(C)c1 (stereo not drawn),0,3
CCCCCC(=O)n1c2ccc(F)cc2c2nc3ccccc3nc21,.,-3&-5
OC(COCCC12CC3CC(CC(C3)C1)C2)CN1CCCC1 (stereo not drawn),4,-2
CCOc1ccc(N=C(C)C2=C(O)c3ccccc3C2=O)cc1,5,-8
O=C(Nc1cccc(Cl)c1)N1CCC2(CC1)Nc1ccccc1-n1cccc12,24,-1
CCOC(=O)c1ccc2nc(NC(=O)C3CCCCN3S(C)(=O)=O)sc2c1 (stereo not drawn),-5,-5
Cc1ccc(CNS(=O)(=O)c2cc(Br)cc3c2N(C(=O)C2CC2)CC3)cc1,5,-6
Cc1ccsc1C(C1=C(O)CC(C)(C)CC1=O)C1C(=O)CC(C)(C)CC1=O (stereo not drawn),1&2,-7
COc1ccccc1C(=O)CC1OC(=O)c2c1ccc(OC)c2OC (stereo not drawn),-6,-4
COc1ccc(-c2nc(CCNC(=O)c3ccc(Br)o3)cs2)cc1,10,-7
CCCNC(=O)CCC1CCCN(C(=O)Nc2ccc(Cl)cc2)C1 (stereo not drawn),-10,-6
COc1cccc(OC)c1OCC(O)CN1CCN(c2cccc(Cl)c2)CC1 (stereo not drawn),53*,1
NC(=O)C1Cc2ccccc2N1C(=O)c1ccc(Br)o1 (stereo not drawn),0,-4
COc1ccc(-n2nc(C(=O)N3CCCc4ccccc43)c3ccccc3c2=O)c(OC)c1,19,-4
Cc1ccc(C(=O)N2CCC(COc3ccc(C(=O)N4CCOCC4)cc3)CC2)cc1,20,1
CCCc1cc(=O)[nH]c(SCC(=O)Nc2ccccc2)n1,2&-2,5&0
COc1ccc(C2C3=C(Nc4ncnn42)c2ccccc2OC3c2cccs2)cc1 (stereo not drawn),39,-3
O=c1c(-c2cccc3ccccc23)coc2cc(O)ccc12,-7,-3
CC(=Cc1ccccc1)C=C1SC(=S)N(C(CCC(=O)O)C(=O)O)C1=O (stereo not drawn),11,-142
CCn1c2ccccc2c2cc(NC(=O)C34CCC(C)(C(=O)O3)C4(C)C)ccc21 (stereo not drawn),14,7
Oc1c(Br)cc(Br)cc1C=Nc1nccs1,37,.
O=C(c1ccc2nc(N3C(=O)c4ccccc4C3=O)sc2c1)N1CCSCC1,0,-6
O=C(c1oc(=O)c2ccccc2c1-c1ccccc1)N1CCN(c2cccc(Cl)c2)CC1,-3,5
COc1ccc(Cl)cc1S(=O)(=O)N1CCC(CN2CCC(C)CC2)CC1,-5,1
CC1(C)CC(=O)C2=C(C1)N(c1ncn[nH]1)C(N)=C(C#N)C2c1ccc(Cl)cc1 (stereo not drawn),12,-2
Cc1oc(C2CCN(C(=O)c3ccc(C(F)(F)F)cc3)CC2)nc1C(=O)N(C)C,2,2
COc1cccc(-c2cc(C(F)(F)F)nc(-n3cc(C)c(=O)[nH]c3=O)n2)c1,1,-5
CCN(CC)c1ccc(NC(=O)c2ccccc2O)cc1,47,0
COc1ccc(S(=O)(=O)NC2CC(C)CC(C)(C)C2)cc1OC (stereo not drawn),-5,-7
CC12CCC(CC1N)C2 (stereo not drawn),54*,22
Cc1ccccc1-n1nc(C(=O)NCc2ccncc2)nc1C,-11,0
Cc1cc(=O)oc2c3c(ccc12)OC(=O)/C3=C\c1ccc(Br)cc1,2,-1
Cc1ccccc1NC(=O)CCS(=O)(=O)c1ccc(Br)s1,-4,-4
Cc1ccccc1Cc1c(C)nc2nc(SCC(=O)NC3CCCC3)nn2c1C,20,-4
CC(C)c1cc(C2CCCN2C(=O)c2c(F)cccc2F)on1 (stereo not drawn),-5,8
CCC(=O)NCc1nc2c(n1C)CN(C(=O)c1ccc(CC)cc1)CC2,2,6
O=C(CN1C(=O)c2ccccc2C1=O)Nc1nc(-c2nc3ccccc3s2)cs1,27,1
Cc1cc(C)c(-c2noc(C)n2)c(NC(=O)c2ccc(C(F)(F)F)cc2)n1,0,0
COc1ccc(CNC(=O)C2(C)Cc3ccccc3C(=O)N2c2ccc(F)cc2)cc1 (stereo not drawn),-8,-9
COc1cccc2c(Nc3ccccc3C)cc(C(=O)N3CCSCC3)nc12,11,-1
CCCCc1ccc(-c2nc3ccccc3c(=O)o2)cc1,2,3
O=c1[nH]c(-c2ccc(-c3ccccc3Cl)o2)nc2sc3c(c12)CCCC3,8,-8
COc1ccc(C2/C=C\C(c3ccc(OC)cc3)N(Cc3ccc(F)cc3)C(=O)C(=O)N2Cc2ccc(F)cc2)cc1 (stereo not drawn),38&45,-6&-2
O=[N+]([O-])c1ccc(CSc2cccc3cccnc23)cc1,63*!,-5&-4
CCc1ccc(C2=CC(c3cc(OC)ccc3OC)n3ncnc3N2)cc1 (stereo not drawn),33,-2
CN(C)CCC(c1ccc(Br)cc1)c1ccccn1 (stereo not drawn),.,2
Clc1nc(NCCN2CCOCC2)nc(Nc2ccc(I)cc2)n1,4,-1
CCCCN1CC(N(C)CCN(C)C)CS1(=O)=O (stereo not drawn),-5,-6
